Assay outcomes deposited in PubChem by several laboratories.
TPT1 inhibitor: blocks Candida albicans tRNA 2'-phosphotransferase. recombinant caTPT1, FP RNA substrate dephosphorylation. inhibition, % at 5 µM. 300,000 compounds, 0.81% hits;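 active = inhibition above the mean of all tested compounds plus 3 SD, set per screening campaign, cut at about 24% in these data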;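 note: plate controls were DMSO alone for no effect and ferristatin control at 100 nM for full effect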
PME-1 primary: blocks human protein phosphatase methylesterase 1 | recombinant PME-1, FP-Rh probe fluorescence polarization | Q9Y570 | 320,000 compounds, 0.53% hits | inhibition, % at 5.9 µM;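 active = inhibition above the campaign mean of all compounds plus 3 SD, cut at about 26% in these data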;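 note: competitive labeling of PME-1 active site by serine hydrolase directed probe; 0% = PME-1 with DMSO and 100% = wells lacking PME-1 enzyme; inhibitors block probe labeling so polarization falls and inhibition rises; many of its hits are not listed in these tables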
GLD-1 TGE inh: GLD-1-TGE RNA interaction inhibition (C. elegans). purified GLD-1 + fluorescein TGE RNA, fluorescence polarization. AID 2280. inhibition, % at 5.96 µM. 320,000 compounds, 0.44% hits. Q17339;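 active = percent inhibition above a per-plate cutoff, the plate mean of test compounds plus 3 SD, cut at about 30% in these data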;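 note: 0% = DMSO wells with GLD-1 and probe and 100% = wells lacking GLD-1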
GSTO1 counter: counter-screen for RBBP9 inhibitors: inhibitors of human GSTO1 | P78417 | recombinant GSTO1, activity-based probe fluorescence polarization | inhibition, % at 5.96 µM | 300,000 compounds, 1.1% hits | AID 1974;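 active = inhibition above the campaign mean inhibition plus 3 SD, cut at about 35% in these data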;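 note: 0% = GSTO1-1 with DMSO and 100% = wells lacking GSTO1-1 enzyme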
Target sequence (P78417 whole entry, looked up): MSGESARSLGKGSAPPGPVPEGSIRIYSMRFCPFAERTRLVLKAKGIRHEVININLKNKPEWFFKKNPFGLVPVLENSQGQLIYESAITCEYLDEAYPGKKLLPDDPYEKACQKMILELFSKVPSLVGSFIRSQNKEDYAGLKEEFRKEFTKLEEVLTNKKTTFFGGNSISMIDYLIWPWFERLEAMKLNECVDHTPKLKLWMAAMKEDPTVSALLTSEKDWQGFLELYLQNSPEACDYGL
Fam108B counter: Fam108B inhibition, counter-screen for RBBP9 inhibitors | AID 1947 | recombinant Fam108B, FP-Rh probe fluorescence polarization | inhibition, % at 9.51 µM | 300,000 compounds, 0.33% hits;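 active = inhibition above the screen mean inhibition plus 3 SD, computed separately per campaign, cut at about 18% in these data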;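 note: inhibitors lower polarization as less probe binds the enzyme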
BCLXL inh: blocks human Bcl-xL binding to Bim BH3 peptide. GST-Bcl-xL / FITC-Bim BH3 peptide fluorescence polarization. inhibition, % at 10.9 µM. 320,000 compounds, 0.7% hits. AID 2129;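 active = inhibition above the mean of all tested compounds plus 3 SD, cutoff set per campaign, cut at about 30% in these data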;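 note: 0% = DMSO wells and 100% = unlabeled Bim-BH3 peptide competitor; inhibitors lower millipolarization by displacing the labeled peptide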
Target sequence (Q07817 whole entry, looked up): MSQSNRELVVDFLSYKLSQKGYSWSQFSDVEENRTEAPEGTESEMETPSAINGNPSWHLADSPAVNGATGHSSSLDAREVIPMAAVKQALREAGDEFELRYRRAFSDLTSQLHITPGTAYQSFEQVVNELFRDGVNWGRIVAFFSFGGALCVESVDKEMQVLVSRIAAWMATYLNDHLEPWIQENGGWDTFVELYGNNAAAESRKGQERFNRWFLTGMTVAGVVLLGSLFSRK
MCL1 BIM primary: inhibitors of human MCL1 binding to BIM-BH3 peptide | Q07820 | GST-MCL1 / FITC-Bim-BH3 fluorescence polarization | inhibition, % at 10.9 µM | 320,000 compounds, 0.68% hits | AID 2057;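 active = inhibition above the mean inhibition of all tested compounds plus 3 SD, set per campaign, cut at about 40% in these data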;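 note: 0% = DMSO wells and 100% = unlabeled Bim-BH3 peptide control; higher means more loss of mP so more displacement of Bim peptide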
PAD4 inh: PAD4 (human) enzyme inhibition | Q9UM07 | recombinant PAD4, RCA probe fluorescence polarization | inhibition, % at 6.36 µM | 330,000 compounds, 0.41% hits;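 active = percent inhibition above a cutoff equal to the mean of all tested compounds plus 3 SD, cut at about 15% in these data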;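 note: 0% = PAD4 with RCA probe and DMSO and 100% = probe without PAD4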
MEX-5 binding: C. elegans MEX-5 TCR-2 RNA binding activity; Q9XUB2; MEX-5/FITC-TCR2 RNA binding, fluorescence polarization; stronger effect = lower value; activity score (negative = inhibition of binding), % at 10 µM; 300,000 compounds, 0.38% hits; AID 1832;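 active = inhibition past about -25% in most replicates, and total fluorescence under double the plate's negative control median, limit read from the data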;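 note: 0% = DMSO and -100% = 5 µM competing unlabeled TCR2 RNA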
* = called active by the depositor; . = no result given. A portion of the library (hit frequency here may not be typical).

Short forms: A = TPT1 inhibitor; B = PME-1 primary; C = GLD-1 TGE inh; D = GSTO1 counter; E = Fam108B counter; F = BCLXL inh; G = MCL1 BIM primary; H = PAD4 inh; I = MEX-5 binding
Cc1cc(NC(=O)CCl)no1
  A: -2; B: 0; C: 4; D: 87*; E: 3; F: 6; G: 5; H: 2; I: 0.7
COP(=S)(OC)c1c(C)nn(CCC#N)c1NC(=O)c1ccc(Cl)cc1
  A: 0; B: 5; C: -5; D: 6; E: -1; F: 3; G: 5; H: 3; I: -3.3
Cc1ccc(N)c(C(=O)c2ccccc2)c1
  A: 2; B: 2; C: 3; D: -3; E: -3; F: 4; G: -3; H: -8; I: 0.2
CC(NS(=O)(=O)OCC(Cl)(Cl)Cl)c1ccccc1 (stereo unspecified)
  A: 0; B: -2; C: 8; D: 0; E: -1; F: -2; G: -6; H: 4; I: 1.2
Cn1c(=O)c2c(ncn2CCCl)n(C)c1=O
  A: -1; B: -1; C: -2; D: 6; E: -2; F: -7; G: -2; H: 0; I: -1.3
O=C1/C(=C\c2ccncc2)N2CCC1CC2
  A: 1; B: -2; C: 1; D: -7; E: 0; F: -1; G: 7; H: -1; I: 1.3
O=C(O)c1ccc(NC(=O)N2C[C@H]3C[C@@H](C2)c2cccc(=O)n2C3)cc1
  A: -1; B: -1; C: 2; D: -2; E: 6; F: 5; G: 6; H: -2; I: 0.0
CCc1ccc(N2C(=O)NC(=O)/C(=C\C=C\c3ccco3)C2=O)cc1
  A: 58*; B: -13; C: -22; D: 1; E: -3; F: -23; G: -50; H: -16; I: 3.3
Nc1ccccc1C(=O)OCC(=O)Nc1ccc(Br)cc1F
  A: 0; B: -7; C: 3; D: 4; E: -3; F: 0; G: 8; H: 2; I: -0.4
CCOc1ccc(NC(=O)N2C[C@H]3C[C@@H](C2)c2cccc(=O)n2C3)cc1
  A: 1; B: 2; C: 1; D: 5; E: 0; F: -2; G: -3; H: 1; I: 1.8
CN(C)c1cc[n+](CC(O)C[n+]2ccc(N(C)C)cc2)cc1
  A: 1; B: -1; C: -3; D: 5; E: 2; F: -1; G: 2; H: -2; I: -0.2
CCc1cccc2c(C#N)cn(CC(=O)N3CCOCC3)c12
  A: 2; B: -5; C: 4; D: -6; E: 4; F: -1; G: 1; H: 2; I: 2.7
COC(=O)C1=C(c2c(C)noc2C)C[C@@H]2CC[C@H]1N2C(=O)N1CCOCC1
  A: .; B: -2; C: -2; D: .; E: .; F: 0; G: 8; H: 2; I: .
COC(=O)C1=C(c2ccccc2)C[C@@H]2CC[C@H]1N2C(=O)NCC1CC1
  A: 2; B: 1; C: -2; D: -2; E: 4; F: 5; G: 3; H: 5; I: -4.1
N=C1c2ccccc2CN1c1ncccn1
  A: -2; B: -1; C: -2; D: 6; E: 7; F: 10; G: 7; H: 0; I: -0.8
Clc1ccc(CNC2CN3CCC2CC3)cc1 (stereo unspecified)
  A: -5; B: 4; C: 2; D: 5; E: -4; F: 6; G: 4; H: 1; I: 3.3
Cc1ccccc1C(O)(Cc1ccccc1)C1CN2CCC1CC2 (stereo unspecified)
  A: -2; B: 1; C: 4; D: -1; E: -4; F: -8; G: -16; H: -2; I: 0.6
COC(=O)C1=C(c2ccc(F)cc2F)C[C@@H]2CC[C@H]1N2C(=O)NCc1ccc(C(F)(F)F)cc1
  A: .; B: -3; C: -5; D: .; E: .; F: 4; G: 1; H: 4; I: .

In a second layout: entries from further up.
SMILES	TPT1 inhibitor	PME-1 primary	GLD-1 TGE inh	GSTO1 counter	Fam108B counter	BCLXL inh	MCL1 BIM primary	PAD4 inh	MEX-5 binding
CN(C)c1cc[n+](CC(O)C[n+]2ccc(N(C)C)cc2)cc1	1	-1	-3	5	2	-1	2	-2	-0.2
CCc1cccc2c(C#N)cn(CC(=O)N3CCOCC3)c12	2	-5	4	-6	4	-1	1	2	2.7
COC(=O)C1=C(c2c(C)noc2C)C[C@@H]2CC[C@H]1N2C(=O)N1CCOCC1	.	-2	-2	.	.	0	8	2	.
COC(=O)C1=C(c2ccccc2)C[C@@H]2CC[C@H]1N2C(=O)NCC1CC1	2	1	-2	-2	4	5	3	5	-4.1
N=C1c2ccccc2CN1c1ncccn1	-2	-1	-2	6	7	10	7	0	-0.8
Clc1ccc(CNC2CN3CCC2CC3)cc1 (stereo unspecified)	-5	4	2	5	-4	6	4	1	3.3
Cc1ccccc1C(O)(Cc1ccccc1)C1CN2CCC1CC2 (stereo unspecified)	-2	1	4	-1	-4	-8	-16	-2	0.6
COC(=O)C1=C(c2ccc(F)cc2F)C[C@@H]2CC[C@H]1N2C(=O)NCc1ccc(C(F)(F)F)cc1	.	-3	-5	.	.	4	1	4	.
